OXTR potentiator: human OXTR potentiators, primary screen, fluorescence, CHO-OTR cells, Fluo-8 calcium | Oxytocin receptor (Homo sapiens), P30559 | Fluo-8 calcium fluorescence, potentiator mode; 0% = oxytocin EC15, 100% = EC100 | activation, % at 3 µM | actives 0.061% (n = 320,000) | AID 2445, 2010;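 active means activation above that plate's cutoff, the mean activation of tested compounds plus 3 SD, cut at about 6.6% in these data, passing the limit was not always enough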;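 further: 100% uses oxytocin at 75 nM as the full agonist control; some results filed as inactive read as strong as hits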
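assay system = CHO-OTR cells, human receptor | schedule = compound 6 min at room temperature before oxytocin, 100 s read | detection = Fluo-8 intracellular calcium fluorescence, ex 470-495, em 515-575 nm | evaluation = normalized max/min fluorescence ratio, % activation | control set = EC15 oxytocin alone as 0%, 75 nM oxytocin (EC100) as 100%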
PfM18AAP inh: PfM18AAP inhibitors, malaria aminopeptidase, primary screen, biochemical, QFRET, recombinant enzyme; inhibition, % at 7.35 µM; H-Glu-NHMec fluorogenic cleavage; actives 1.2% (n = 290,000); M18 aspartyl aminopeptidase (Plasmodium falciparum 3D7);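 active means inhibition above the campaign mean inhibition over all tested compounds plus 3 SD, cut at about 28% in these data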;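 further: 0% = plate median of test compound wells and 100% = 2 mM ZnCl2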
MEKK2wt PB1 HTS: modulators of MEK5 binding to wildtype MEKK2, primary screen, biochemical, multiplex bead flow cytometry, Alexa488-MEK5. Mitogen-activated protein kinase kinase kinase 2 (Homo sapiens), Q9Y2U5. Alexa488-MEK5 binding to MEKK2 WT; actives lie on both sides. binding response (% of control), % at 10 µM. actives 1.1% (n = 290,000); in the data active means binding response below about 67% or above about 130%
OXTR agonist: human OXTR agonists, primary screen, fluorescence, CHO-OTR cells, Fluo-8 calcium | Oxytocin receptor (Homo sapiens), P30559 | Fluo-8 calcium fluorescence; normalized: DMSO 0%, oxytocin 100% | activation, % at 3 µM | actives 0.32% (n = 320,000) | AID 2435, 2010;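 active means activation above the mean of all tested compounds plus 3 SD, cutoff set per screening run, cut at about 20% in these data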;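 further: peak over basal fluorescence ratio from a 100 s FLIPR kinetic read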
GPR7 antag: GPR7 receptor antagonists, primary screen, cell-based, fluorescence, single concentration | Neuropeptides B/W receptor type 1 (Homo sapiens), P48145 | GPR7-expressing cells, fluorescence antagonist assay | inhibition, % at 4.4 µM | actives 1.1% (n = 290,000); in the data active means inhibition above about 16%, passing the limit was not always enough;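 further: cells stimulated with the agonist NPW; 0% = agonist with vehicle and 100% = vehicle without agonist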
Target sequence (P48145 whole entry, looked up): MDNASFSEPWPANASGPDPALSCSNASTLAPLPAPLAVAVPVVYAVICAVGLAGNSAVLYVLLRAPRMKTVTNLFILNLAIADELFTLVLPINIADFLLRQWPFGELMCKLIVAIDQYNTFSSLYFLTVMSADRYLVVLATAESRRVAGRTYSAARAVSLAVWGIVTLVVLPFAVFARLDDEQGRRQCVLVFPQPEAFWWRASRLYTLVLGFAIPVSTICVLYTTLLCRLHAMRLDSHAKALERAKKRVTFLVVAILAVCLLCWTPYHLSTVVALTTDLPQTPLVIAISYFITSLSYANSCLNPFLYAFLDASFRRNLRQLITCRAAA
MEKK2 mut-MEK5: MEK5 binding signal on mutant MEKK2 PB1, primary screen, biochemical, multiplex bead flow cytometry, Alexa488-MEK5; Alexa488-MEK5 binding to MEKK2 mutant; percent response, % at 10 µM; actives 0.35% (n = 290,000); AID 1530, 2009; in the data active means percent response above about 24%, passing the limit was not always enough; further: inactives centre near 1; some results filed as inactive read as strong as hits
V1R ag counter: agonists of human V1a receptor, primary screen, counter-screen for OXTR agonist project, fluorescence, CHO-V1R cells. Vasopressin V1a receptor (Homo sapiens), P37288. actives 0.25% (n = 320,000). activation, % at 3 µM. Fluo-8 calcium fluorescence, agonist mode; 0% DMSO, 100% 3 nM vasopressin;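 active means activation above the mean activation of all tested compounds plus 3 SD, per screening run, cut at about 20% in these data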;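 further: signal is peak over basal fluorescence ratio across a 100 second FLIPR read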
Target sequence (P37288 whole entry, looked up): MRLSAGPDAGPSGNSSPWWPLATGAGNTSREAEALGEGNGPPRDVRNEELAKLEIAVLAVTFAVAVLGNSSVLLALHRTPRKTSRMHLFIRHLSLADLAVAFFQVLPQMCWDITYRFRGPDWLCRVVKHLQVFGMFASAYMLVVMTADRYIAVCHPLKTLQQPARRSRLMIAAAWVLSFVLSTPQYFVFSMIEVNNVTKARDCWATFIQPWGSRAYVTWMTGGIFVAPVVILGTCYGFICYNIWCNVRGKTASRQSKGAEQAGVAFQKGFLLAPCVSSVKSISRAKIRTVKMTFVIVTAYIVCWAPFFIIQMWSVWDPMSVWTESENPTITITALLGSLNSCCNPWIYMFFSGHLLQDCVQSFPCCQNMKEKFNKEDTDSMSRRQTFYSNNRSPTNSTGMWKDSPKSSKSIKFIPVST
NALP1 inh: NALP1 inflammasome inhibitors in reconstituted yeast, colorimetric, S. cerevisiae, triplicate retest; S. cerevisiae NALP1/ASC/caspase-1 growth, X-gal OD620, 72 h; inhibition, % at 10 µM; actives 0.61% (n = 280,000); AID 2071, 2009; in the data active means inhibition mostly above about 24%, no sharp cut-off; inactive means mostly below about 32%; further: some compounds called inactive have numbers as strong as hits
GalR3 antag: GalR3 antagonists in HEK293 cells, primary screen, cell-based, fluorescence readout. Galanin receptor type 3 (Homo sapiens), O60755. HEK293 GalR3-CNG cAMP membrane potential fluorescence; galR3 body fused to GalR1 C-terminus. inhibition, % at 3 µM. actives 0.44% (n = 360,000);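 active means inhibition above the screen-wide average plus 3 SD, cut at about 13% in these data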;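 further: forskolin and galanin both at EC90 stimulate the cells; cAMP rise reported by CNG channel membrane potential dye signal; 0% = forskolin plus galanin with DMSO and 100% = forskolin alone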
Target sequence (O60755 1-299 limits assumed): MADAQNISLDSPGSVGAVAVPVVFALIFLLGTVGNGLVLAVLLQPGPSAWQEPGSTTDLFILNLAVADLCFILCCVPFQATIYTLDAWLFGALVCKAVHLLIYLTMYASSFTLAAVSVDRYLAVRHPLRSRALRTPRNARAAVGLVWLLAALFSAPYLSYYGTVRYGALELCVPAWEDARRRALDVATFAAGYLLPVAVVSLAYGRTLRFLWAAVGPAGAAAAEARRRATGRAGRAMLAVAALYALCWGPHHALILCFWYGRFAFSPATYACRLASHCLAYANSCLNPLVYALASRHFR
An asterisk follows results filed as active; nt = not tested or not shown.

SMILES	OXTR potentiator	PfM18AAP inh	MEKK2wt PB1 HTS	OXTR agonist	GPR7 antag	MEKK2 mut-MEK5	V1R ag counter	NALP1 inh	GalR3 antag
CCOc1nc(-c2ccccc2)c2cc(C)ccc2n1	3	3	100	-3.0	-9	1	-1.0	16	0
O=C(Nc1cccc(-c2cn3ccccc3n2)c1)c1cccc(Cl)c1	-10	1	90	-1.8	-18	-9	1.6	53	-3
CC1=NN(C(N)=S)C(=O)C1N=Nc1ccccc1C (stereo not drawn)	-8	1	101	-2.3	-7	12	-0.8	6	-1
Cc1nn(C(=O)c2cc3sccc3[nH]2)c(C)c1C	-5	-2	96	-2.5	-17	1	-1.3	33	-8
COc1ccc(S(=O)(=O)/N=C2/NC(=O)/C(=C\c3ccco3)S2)cc1	-5	-4	84	-0.3	-14	1	0.0	12	4
O=C(COC(=O)/C=C/c1cccs1)NC(c1ccccc1)c1ccccc1	-8	-4	110	-2.7	11	9	-0.3	29	-10
COCCn1c(=S)[nH]c2cc(C(=O)NCCCN3CCOCC3)ccc2c1=O	-3	2	106	1.4	-16	6	-0.1	14	-9
CC(C)c1ccc(S(=O)(=O)Nc2ccc(N3CCOCC3)cc2)cc1	-6	1	101	2.3	-19	2	3.7	9	-8
CCS(=O)(=O)/N=C(\N)c1ccccc1	-3	3	93	-0.3	-5	0	0.0	-10	-2
Cn1c(-c2sc3cc(C(F)(F)F)cnc3c2-c2cccnc2)n[nH]c1=S	-1	8	102	1.7	3	-2	0.8	-15	0
COCc1cc(C)n(CC(=O)NCc2ccccc2)c(=O)c1C#N	1	13	112	0.1	-10	0	0.3	-2	-3
CNC(=O)Nc1cccc(-c2cc(-c3c(Cl)cccc3Cl)no2)c1	-14	0	103	4.3	-14	19	12	8	-2
CNC(=S)N1N=C(c2ccccc2)CC1c1ccc(Br)cc1 (stereo not drawn)	4	3	94	-0.2	7	4	1.6	-4	-9
Cn1c(=N)n(CC(=O)c2ccc(Br)s2)c2ccccc21	-11	4	nt	0.3	-2	nt	1.9	7	-6
Cn1c(=O)c2c(ncn2CC(=O)Nc2ccc3c(c2)OCO3)n(C)c1=O	-4	0	108	-0.4	-1	11	0.9	6	-4
O=S1(=O)CCOC[C@H](Cc2ccccc2)N1Cc1cccc(C(F)(F)F)c1	2	nt	97	-1.8	nt	-2	-0.6	nt	1
COc1ccc(OCC(=O)Nc2ccccc2Cl)cc1	-1	-11	88	-2.5	-8	-13	-1.2	-2	-6
CS(=O)(=O)c1cccc(C(=O)NCc2ccccc2)c1	-2	4	92	-0.3	-4	-6	-0.1	29	-5
COc1ccc(Cc2nc3ccc(S(=O)(=O)N4CCOCC4)cc3[nH]2)cc1	5	-4	108	0.1	-12	6	0.4	-8	-7
Cn1cncc1C#Cc1ccc2c(=O)c3ccccc3oc2c1	-5	nt	nt	-0.4	nt	nt	0.3	nt	-4
O=C(O)c1sc2cc(C(F)(F)F)cnc2c1-c1ccccc1	-16	-6	101	-0.3	5	2	0.7	21	-3
CCOC(=O)c1cnc2c(C)cc(Cl)cc2c1N1CCN(C)CC1	-8	2	103	3.0	-2	3	2.3	8	-12
O=C(COC(=O)CCc1c[nH]c2ccccc12)Nc1ccccc1C(F)(F)F	-9	nt	nt	5.6	nt	nt	4.0	nt	2
COc1ccc2c(c1)C(=NN)c1cc(OC)ccc1-2	2	3	111	-2.0	-6	5	-1.0	-6	-15
CCCCn1c(N)c(N(CC(C)C)C(=O)C2CCN(c3ncnc4sc(C)c(C)c34)CC2)c(=O)[nH]c1=O	-8	nt	nt	-0.9	nt	nt	-0.6	nt	4
COc1ccc(C(=O)Nn2cc3c(c2-c2ccccc2)c(=O)n(C)c(=O)n3C)cc1	-1	-2	97	-0.8	-4	-3	-0.6	-4	-7
Cc1cc(NC(=O)CC2CCCC2)n(-c2nc3ccccc3[nH]2)n1	-12	-17	112	-2.5	6	11	0.4	3	-4
Nc1cccc(-c2cn3cccnc3n2)c1	1	-4	110	0.7	5	1	0.5	-5	-1
N#CCCN(C(=O)COC(=O)c1ccc2c(=O)n3c(nc2c1)CCC3)c1ccc(F)cc1	0	2	104	0.1	-1	3	2.0	3	2
Clc1nnc(N/N=C/c2ccccc2)c2ccccc12	0	17	109	-0.9	-11	9	-1.5	8	-3
NC(=O)N/N=C/c1sc(N2CCCCC2)nc1-c1cccs1	-10	nt	nt	-2.1	nt	nt	0.1	nt	-5
CCOC(=O)c1c(N)sc(C(=O)Nc2ccc3c(c2)OCO3)c1C	-9	4	109	-0.2	2	7	0.3	-19	-2
CC(=O)N1CCC2(CC1)C/C(=N\NC(=S)Nc1ccccc1C)c1cc(O)ccc1O2	-10	6	87	-0.2	-14	-8	0.7	-11	0
CCOc1ccccc1C(=O)Nc1ccc(S(=O)(=O)N2CCN(C)CC2)cc1	nt	2	103	nt	-3	2	nt	0	-9
COc1ccccc1N1CCN(CCCCN2C(=O)c3ccccc3C2=O)CC1	-3	nt	104	-1.3	nt	2	0.1	nt	-5
C[C@@H]1[C@H](O)C[C@@]23COC(=O)C2=CCC[C@@H]3[C@@]1(C)CC/C(=C/CO)CO	-2	nt	nt	0.2	nt	nt	0.6	nt	-5

In another format: 2 of the compounds above
SMILES,OXTR potentiator,PfM18AAP inh,MEKK2wt PB1 HTS,OXTR agonist,GPR7 antag,MEKK2 mut-MEK5,V1R ag counter,NALP1 inh,GalR3 antag
CCCCn1c(N)c(N(CC(C)C)C(=O)C2CCN(c3ncnc4sc(C)c(C)c34)CC2)c(=O)[nH]c1=O,-8,nt,nt,-0.9,nt,nt,-0.6,nt,4
Cc1cc(NC(=O)CC2CCCC2)n(-c2nc3ccccc3[nH]2)n1,-12,-17,112,-2.5,6,11,0.4,3,-4

(continued)
SMILES	OXTR potentiator	PfM18AAP inh	MEKK2wt PB1 HTS	OXTR agonist	GPR7 antag	MEKK2 mut-MEK5	V1R ag counter	NALP1 inh	GalR3 antag
O=C(NC12CC3CC(CC(C3)C1)C2)N(Cc1ccccc1)Cc1ccncc1	-21	3	96	-2.7	-3	-3	-1.0	-2	-7
CC(C)c1ccc(N=C2NN=C(c3cccs3)CS2)cc1	-7	-3	88	-1.3	7	-13	-1.5	38*	-5
Cc1c(-c2ccccc2)nc2ccccc2c1C(=O)O	-3	-4	112	0.5	4	6	0.9	4	nt
COc1cc2c(cc1OC)CN(C(=O)c1cccc(S(=O)(=O)N3CCc4ccccc43)c1)CC2	-7	nt	nt	0.2	nt	nt	1.8	nt	-7
Cc1ccc(N(C(=O)c2csnn2)C(C(=O)NC2CCCCC2)c2ccccn2)cc1 (stereo not drawn)	-11	-2	104	-0.7	-1	1	-0.1	4	-11
Cc1ccc(S(=O)(=O)N(C)C2(C)CCS(=O)(=O)C2)cc1 (stereo not drawn)	-3	-6	86	-0.7	-10	-12	1.0	0	-7
CC(C)OC(=O)Cn1nc(C(c2ccccc2)c2ccccc2)oc1=O	-16	7	104	-0.6	-14	3	2.6	9	-9
COc1ccc(S(=O)(=O)N2CCCCCC2)cc1C(=O)N(C)Cc1ccccc1F	-1	nt	nt	-1.6	nt	nt	0.9	nt	-3
CN(C)C1=NCCN1CCc1cccc(F)c1	-12	-3	102	-0.1	5	-7	0.5	5	-4
CC(C)Cc1oc(C(=O)O)cc1CN1CCOCC1	0	-4	100	0.7	-12	0	0.4	19	-1
COc1ccc(CCN2C(=O)CC(NNc3ccc([N+](=O)[O-])cc3)C2=O)cc1OC (stereo not drawn)	-8	-3	102	0.3	5	1	0.3	-11	4
CCN(CC)CCN(C(=O)c1ccc2c(c1)CCCC2)c1nc2ccc(OC)cc2s1	-3	5	130	-0.6	-12	18	1.7	28	-2
CCOC(=O)Cn1c(=O)n(Cc2ccc(C)cc2)c(=O)c2cccnc21	-2	0	105	-0.5	0	2	-1.9	6	-11
CC(C(=O)N1CCCC1)N(C)CC(=O)Nc1cccc(F)c1 (stereo not drawn)	1	nt	nt	2.0	nt	nt	-0.5	nt	-6
Cc1cc(N)ccc1N1CCCC1	-12	19	94	-0.3	5	6	0.1	14	nt
CCOC(=O)SC1=N/C(=C\c2ccc(N(C)C)cc2)C(=O)S1	-7	16	77	7.3	5	-10	9.8	28	-2
NS(=O)(=O)c1ccc(S(=O)(=O)N(Cc2ccccc2F)CC2CCCO2)cc1 (stereo not drawn)	-5	10	92	1.4	11	2	0.2	-1	-6
O=C(CN(Cc1ccccc1F)C(=O)Cn1nnc(-c2cccs2)n1)NCC1CCCO1 (stereo not drawn)	-2	-11	94	0.2	-12	-2	0.6	-1	-3
Cc1cccc(C)c1OCc1cc(C(=O)N2CCN(c3ccccc3)CC2C)no1 (stereo not drawn)	-15	-11	104	0.1	-29	0	-0.7	17	-3
O=S(=O)(Nc1ccc(Cl)cn1)c1ccc(Cl)cc1	2	0	99	-1.4	-9	-3	-0.1	0	5
COc1ccc(OCC(=O)Sc2ccc(C)cc2)cc1	-6	-4	101	-0.9	-5	-6	0.3	1	-1
O=C(Nc1ccc(Cl)cc1)[C@@H]1[C@@H]2C(=O)N(c3ccc(Cl)cc3Cl)C(=O)[C@@H]2[C@H]2C=CC=NN21	-8	24	90	-1.6	-15	-3	-0.6	15	nt
c1ccc(-n2ncc3c(NCc4cccnc4)ncnc32)cc1	2	-8	nt	1.2	12	nt	0.6	11	-4
Cc1nn(C(=O)c2cccs2)c(N)c1-c1ccccc1	2	2	105	-1.1	-2	7	-0.7	25	nt
OC(COc1ccc2ccccc2c1)Cn1ccnc1 (stereo not drawn)	-2	-1	115	5.1	-3	6	2.5	6	-8
COc1ccc(CNC(=O)C2CCC(=O)N(CCCN3CCCC3=O)C2)cc1 (stereo not drawn)	-2	3	111	0.6	-14	8	0.8	-1	-1
CCOc1ccc(N2CC(NS(=O)(=O)c3cccs3)CC2=O)cc1 (stereo not drawn)	-6	nt	nt	1.6	nt	nt	-0.8	nt	-1
COc1ccc(N(CC(=O)Nc2cccc([N+](=O)[O-])c2C)S(C)(=O)=O)cc1OC	-9	-7	99	-0.8	-2	-2	-0.1	24	-2
CCC(C)N(C(=O)COC(=O)COc1c(C)cc(C)cc1C)C1CCS(=O)(=O)C1 (stereo not drawn)	4	nt	nt	-2.4	nt	nt	-1.9	nt	4
Cc1cc(C(=O)OCC(=O)NCCN2C(=O)CSC2=O)ccc1[N+](=O)[O-]	3	nt	nt	2.9	nt	nt	1.9	nt	1
Cc1cc(C)cc(NC(=O)c2c(C)nc3ccccn23)c1	-3	7	99	-2.6	-12	0	-1.3	6	-6
CC(=O)c1ccc(N(CC(=O)NC2CCCC2)C(=O)c2csnn2)cc1	-2	-6	99	0.8	-4	-6	-0.3	17	-6
COC(=O)c1ccc(-c2ccc(/C=N/NC(=O)Cc3nnc(N)s3)o2)cc1	1	9	106	-0.4	0	7	0.1	nt	3
O=C(COC(=O)c1ccc[nH]c1=O)NC1CCCCC1	-2	2	88	1.8	-2	-15	0.7	15	-4

Source: PubChem (several laboratories)
